# Screens from PubChem BioAssay.
# S3 lipid droplet – qHTS Assay for Lipid Storage Modulators in Drosophila S3 Cells; Drosophila S3 cells, BODIPY lipid droplet fluorescence, 18-24 h; cells fed with added oleic acid; Potency in µM for hits, for the others lipid storage change, negative = inhibition, % at the top dose, mostly 46.1 µM; 320,000 compounds, 0.64% hits; active = well fitted inhibition curve with a large enough effect in the signal ratio, with a control signal flat, not every such curve was filed as active; inconclusive = small, poorly fitted or top-dose-only effect, or effect the other way, or a change in a side signal; the % refers to the signal ratio
#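 Drosophila S3 cells got compounds at several concentrations plus oleic acid (400 uM solution). Laser-scanning cytometry with 488 nm excitation read lipid droplets at 500-530 nm and cells at 575-640 nm. Percent activity was relative to 20 uM Triacsin C.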
# S3 lipid droplet cell count max – also measured in S3 lipid droplet; calls as there; cell number change, %; measured here: cell count max response;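 cells counted by Cell Tracker Red CMTPX staining in the red channel; peak over a dose series mostly up to 46.1 µM; percent activity relative to internal control wells on each plate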
# Numbers without * were called inactive; i = inactive; u = inconclusive; x = not tested or not shown; [ ] = remark or other dose. % is set by controls: 0 for no effect and ±100 for the full control effect; potency is the fitted concentration of half-maximal effect. This is a subset; count on the stated rates, not on these rows.
SMILES,S3 lipid droplet,S3 lipid droplet cell count max
O=C(COC(=O)c1ccco1)NCC1CCCCC1,u,x
O=C(CCN1C(=O)/C(=C\c2ccccc2)SC1=S)N1CCCCC1,-17.1%,9.6
O=C(Nc1ccc(Cl)cc1)Nc1ccc(N2CCC(C(F)(F)F)CC2)nc1,15.5%,5.6
Cc1cc(C(=O)N/N=C/c2cc(Cl)cc([N+](=O)[O-])c2O)n[nH]1,-1.5%,13.1
Cc1nn(CC2CC2)c(=O)n1-c1ccc(F)cc1,u,x
O=C(NCCN1CCOCC1)c1cccnc1SCc1ccccc1Cl,u,x
O=C1CC(c2ccccc2)CC(O)=C1C=NCCCN1CCOCC1 (centres undefined),4.7%,-3.2
CCOC(=O)C1CCN(C(=O)C2CCN(S(=O)(=O)c3c(C)noc3C)CC2)CC1,u,x
CC1(C)Nc2ccc(O)cc2-c2c1ssc2=S,1.1%,-19.1
O=c1c2ccccc2nc(-c2ccccc2Cl)n1O,u,x
CCCCCc1cc(=O)oc2c(C(CCN3CCCCC3)c3ccc(OC)cc3)c(OC)cc(OC)c12 (centres undefined),u,x
CC(C)Cc1cc(C(=O)Nc2ccc(Br)cc2)no1,9.0%,8.6
Cc1nn(-c2ccc(Cl)nn2)c(=O)c2ccccc12,i,x
O=[N+]([O-])c1ccc(O)c(/C=N/n2c(-c3ccccc3)n[nH]c2=S)c1,u,x
O=C(O)C1CCC(Cn2c(SCc3cc(=O)n4ccccc4n3)nc3ccsc3c2=O)CC1 (centres undefined),9.0%,6.4
O=C(Nc1cccc2ncccc12)c1ccc(Cl)cc1,u,x
CN(CC(=O)Nc1cccc(F)c1)C(=O)CSc1ccccc1F,u,x
COc1cccc(NC(=O)C(Sc2nnc(Nc3ccccc3C)s2)c2ccccc2)c1 (centres undefined),u,x
CN(Cc1cccc(F)c1)C(=O)c1ccc2c(=O)n3c(nc2c1)CCC3,u,x
O=C(CNC(=O)c1ccccc1F)NCCN1C(=O)S/C(=C\c2ccccc2Cl)C1=O,u,x
Cc1ccc(CNC(=O)C2CC3Cn4c(nc5ccccc54)C3N2C)o1 (centres undefined),0.2%,5.7
CCOC(=O)C[n+]1c(C)ccc2c1CCC2,-0.8%,3.2
COc1ccc(C(=O)NCCN2CCOCC2)cc1[N+](=O)[O-],u,x
Cc1ccc(Cl)cc1NC(=O)C(=O)N1CCCCC1,u,x
Brc1ccc(-n2cnc(-c3ccccc3)c2)cc1,u,x
O=C(CCCC(=O)NNC(=O)Nc1ccccc1)NNC(=O)Nc1ccccc1,-6.3%,3.0
O=C(CC(C(=O)NCc1ccccc1)c1nc2ccccc2c(=O)[nH]1)NCc1ccccc1 (centres undefined),7.4%,5.3
Cc1ccc(NC(=O)C(C)Sc2n[nH]c(CNc3ccccc3)n2)cc1 (centres undefined),u,x
CCN(CC(=O)Nc1ccc(NC(C)=O)cc1)C(=O)c1cc2ccccc2oc1=O,i,14.6
CC1CCCC(C)N1C(=O)CSc1ncccn1 (centres undefined),i,11.1
CC1CCCCC1NC(=O)CSc1nc2ccccc2c(=O)n1Cc1ccco1 (centres undefined),4.3%,-0.8
CC12CCC(=O)N1C(C(=O)Nc1cc(C(F)(F)F)ccc1N1CCCCC1)CS2 (centres undefined),0.6%[0.0737 µM],x
COc1ccc(NC2CCCN(C(=O)c3cc4ncccn4n3)C2)cc1 (centres undefined),i,-9.4
Cc1ccc(NC(=O)COC(=O)CCC2CCCC2)c(Br)c1,14.6%,3.3
Cc1cccc(NC(=O)Nc2ccc(Cl)cc2)n1,u,x
COCc1nnc(NC(=O)CSCc2ccccc2)s1,-7.6%,-17.1
COc1cccc(NC(=O)Cc2nnc(SCC(=O)NC3CCCC3)n2C)c1,u,x
N#CCC(=O)Nc1ccc(C(=O)OCC(=O)NCc2ccc3c(c2)OCO3)cc1,u,x
O=C(Cc1ccccc1)c1ccccc1C(=O)N1CCCCC1,9.2%,11.7
CC(=O)N1c2ccc(S(=O)(=O)N3CCCC(C(=O)Nc4cccc(Cl)c4)C3)cc2CC1C (centres undefined),u,x
CC1CCC(NC(=O)CNC(=O)c2ccc3ccccc3c2)CC1 (centres undefined),-1.0%,-12.6
N#Cc1ccc(C(=O)OCC(=O)NC2CCCC2)cc1,u,x
C/C(=N\NC(=O)c1ccc(C)cc1C)c1ccc2c(c1)Nc1ccccc1S2,1.8%,0.0
Cc1ccc(N(CC(=O)NC(C)c2ccccc2)S(=O)(=O)c2c(C)noc2C)cc1 (centres undefined),i,25.4
COc1ccc(-c2nc(CSCC(=O)N3CCc4ccccc43)c(C)o2)cc1OC,u,x
O=C(C1CCCCC1)N1CCC(c2nc3c(nnn3Cc3c(F)cccc3Cl)c(=O)[nH]2)CC1,5.5%,5.6
COc1ccc(N2CC(C(=O)N[C@@H](C)C(=O)N[C@H](CO)c3ccccc3)CC2=O)cc1 (some centres undefined),-24.3%,26.5
COc1cc(/C=C(\C#N)c2nc3ccccc3n2C)cc(OC)c1O,u,x
COc1cccc(Cn2cccc(NC(=O)Nc3ccccc3C)c2=O)c1,u,x
CC1CCCC(C)N1C(=O)CSc1nnc(-c2ccco2)n1C (centres undefined),9.2%,-21.8
CC(C)n1c(O)c(N=NC(=O)Cc2csc(N3CCOCC3)n2)c2ccccc21,u,x
Cc1cs/c(=N\N=C\c2cccc([N+](=O)[O-])c2)n1Cc1ccco1,6.3%,-9.2
CC(C)(C)CC(=O)NCCCN1CCOCC1,u,x
O=C(CNC(=S)N(Cc1ccccc1)Cc1cccnc1)N1CCOCC1,0.7%,1.1
O=S(NCc1ccco1)C12CC3CC(CC(C3)C1)C2 (centres undefined),6.1%,16.7
C=CCNc1nc(Nc2cc(Cl)ccc2OC)nc(OC)n1,u,x
O=C(NCc1ccccc1)c1sc(=S)n2c1[nH]c(=O)c1ccccc12,3.9%,-1.0
Cc1cccc(/N=C2/NC(=O)C(Cc3ccccc3)S2)n1 (centres undefined),10.4%,7.9
CC(=O)NS(=O)(=O)c1ccc(NC(=O)CSc2ccc(Cl)cc2)cc1,4.4%,4.0
O=C(Cn1cnc2ccccc21)N/N=C/c1ccccc1,u,x

# Remaining list, next part
SMILES,S3 lipid droplet,S3 lipid droplet cell count max
COCCn1c(SCC(=O)Nc2cc(C)on2)nc2cc(Cl)ccc2c1=O,11.5%,26.7
O=C(COC(=O)Cc1ccsc1)NCc1ccccc1,u,x
Cc1nn(-c2ccccc2)c2[nH]c(=O)c(CNCCN3CCOCC3)cc12,23.1µM*,-6.2*
O=C(NC1CC1)c1ccc(C2SCC(=O)N2Cc2ccccc2)cc1 (centres undefined),u,x
CCCNC(=O)CSc1nccn1Cc1ccco1,12.0%,90.2
Cc1nn(CC2CC2)c(=O)n1N(C)c1ncc(C(F)(F)F)cc1Cl,9.7%,22.5
CCN(CC)S(=O)(=O)c1cccc(NC(=O)/C=C/c2ccc([N+](=O)[O-])cc2)c1,5.6%,-1.0
COc1ccc(CNc2cc(C)ccn2)cc1,u,x
CC(=O)NC12CC3CC(C1)CC(C(=O)OCC(=O)Nc1ncc(Cl)c(C)c1Cl)(C3)C2,10.1%,-0.5
CCn1c(/C=N/Nc2ccc(C(=O)O)cc2)nc2ccccc21,9.2%,6.4
COC(=O)CCC(=O)Nc1cccc(Cl)c1,8.6%,7.0
Cc1ccc(NC(=O)Nc2ccc(F)cc2F)c(OC(F)F)c1,-2.3%,17.7
COc1ccc([N+](=O)[O-])cc1NC(=O)c1csc(C)c1,u,x
Cc1ccsc1C(=O)OCc1nc2ccccc2c(=O)[nH]1,u,x
COc1ccccc1NC(=O)CN1CCC(n2c(C)nc3cc(F)ccc32)CC1,u,x
c1ccc(-c2nc3ccccc3[nH]2)cc1,-8.0%,14.2
CC(=O)c1c(C)nc(-c2ccccc2)nc1NC(=O)C(C)C,u,x
COc1ccc2[nH]c3c(C)c4ccncc4c(C)c3c2c1,u,x
CCOc1ccc(S(=O)(=O)N2CCN(C(=O)c3cc4c(s3)CCCC4)CC2)cc1,u,x
COc1ccc(NC(=O)CN(C)CC(=O)Nc2cccc(F)c2)cc1Cl,i,x
CSCCC(NC(=O)/C(=C/c1ccc2c(c1)OCO2)NC(=O)c1cccc([N+](=O)[O-])c1)C(=O)O (centres undefined),u,x
CCC(C)c1ccc(S(=O)(=O)N2CCN(C(C)C(=O)NC3CCCC3)CC2)cc1 (centres undefined),u,x
O=C(COC(=O)Cc1ccc(Cl)cc1)Nc1ccc(OC(F)F)cc1,u,x
Cc1cc(NC(=O)C(C)SCC(=O)OCC(=O)N(C)c2ccccc2)no1 (centres undefined),u,x
CCn1c(SCC(=O)N/N=C/C=C\c2ccccc2[N+](=O)[O-])nc2ccccc21,u,x
O=C(CCN1CCCCC1)N/N=C/c1c[nH]c2ccccc12,u,x
O=c1c2ccccc2oc2cc(OCc3ccc(F)cc3)cc(O)c12,u,x
CC(=O)c1c(C)nc2nonc2c1N,-1.3%,-1.7
Cc1cc(C)c(C#N)c(SCC2COc3ccccc3O2)n1 (centres undefined),u,x
CC(C)C(=O)N1CCN(c2ccccc2NC(=O)c2ccc([N+](=O)[O-])o2)CC1,-43.4%,-10.5
Cc1cc(-c2ccc(C(C)C)c(S(=O)(=O)Nc3ccccn3)c2)on1,i,5.7
Cc1sc2ncnc(N3CCC(C(=O)Nc4ccc(Br)cc4Br)CC3)c2c1C,u,x
OC(CNCC#Cc1ccccc1)c1ccccc1 (centres undefined),u,x
COc1ccc(NS(=O)(=O)c2c(C)n(C)c(=O)n(C)c2=O)cc1,u,x
CC(C)NC(=S)NN=C1CCCCCCCCCCC1,-20.6%,-11.6
O=C(Nc1ccccc1)C1CCCCC1,4.9%,9.4
CCn1c(-c2ccc(N(C)C)cc2)nc2ccccc21,-7.9%,-3.6
CC(C)(C)c1ccc(C(=O)c2c[nH]c(C(=O)NCCc3ccccn3)c2)cc1,16.1%,x
NS(=O)(=O)c1ccc(NC(=O)CN2CCN(S(=O)(=O)c3ccc(F)cc3)CC2)cc1,i,x
Cc1cc(C(=O)CSCCCn2c(=O)[nH]c3ccccc32)c(C)n1C,i,x
O=C(Nc1ccc([N+](=O)[O-])cc1)N1CCc2ccccc2C1,u,x
O=S(=O)(Nc1nc2ccccc2[nH]1)c1ccc2ccccc2c1,i,x
O=C(COC(=O)/C=C/c1ccc(OC(F)F)cc1)NC(=O)NCc1ccccc1,u,x
CNC(=O)Oc1ccc2c(c1)[C@]1(C)CCN(C)C1N2C (some centres undefined),1.3%,0.1
O=C(C1CC1)N1CCc2cc(S(=O)(=O)NC3CCN(Cc4ccccc4)CC3)ccc21,14.9%,-7.3
Cc1ncc([N+](=O)[O-])n1CC(=O)Nc1ccccc1F,u,x
COc1cccc(-c2ncc3ccccc3c2COC(=O)c2ccc(C(C)(C)C)cc2)c1,4.3%,-8.7
COc1cc(C(=O)N2CCN(C3CCCCC3)CC2)cc(OC)c1OC,-6.5%,26.9
CCCCn1nnnc1NCc1cc(OC)c(OC)c(OC)c1,u,x
Cn1c(=O)cc(OCC(=O)NCc2cccs2)c2ccccc21,1.1%,-3.9
Cc1ncc(S(=O)(=O)c2ccc(Cl)cc2)c(-c2ccccc2)n1,u,x
COc1ccc(/C=C/C(=O)O/N=C(\N)c2cccnc2)cc1OC,-3.6%,2.4
COCCN(Cc1cc2cccc(C)c2[nH]c1=O)C(=O)c1ccccc1,u,x
NC(=O)c1cc(Cl)ccc1OCC(=O)N1CCCc2ccccc21,u,x
C=CCn1c(CNc2ccccc2)nnc1SCC(=O)N/N=C/c1ccccc1O,u,x
O=C(Nc1c(C(=O)N2CCOCC2)cnn1-c1ccccc1)c1ccc(F)cc1,u,x
Cc1cc(C)c(NC(=O)CSc2nnc(-c3ccncc3)n2Cc2ccco2)c(Cl)c1,13.5%,-14.0
Cc1ccc(OCc2ccc(C(=O)NCc3cccnc3)cc2)cc1C,u,x
CC(NC(=O)c1cc(Br)ccc1Cl)c1ccccc1 (centres undefined),15.7%,x
O=c1ccnc(NCCc2ccccc2)[nH]1,i,-0.7
